# CHT PAM: human CHT allosteric activation; CHT-expressing cells, membrane potential dye, choline EC20; stronger effect = higher value; LV-AA mutant CHT in HEK293 cells; 0.49% of 310,000 active; AID 488977; B-score at 10 µM;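 active = initial fluorescence not abnormally high and integrated response B-score, plate-corrected, over 3 SD above library mean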
# Target sequence (Q9GZV3 whole entry, looked up): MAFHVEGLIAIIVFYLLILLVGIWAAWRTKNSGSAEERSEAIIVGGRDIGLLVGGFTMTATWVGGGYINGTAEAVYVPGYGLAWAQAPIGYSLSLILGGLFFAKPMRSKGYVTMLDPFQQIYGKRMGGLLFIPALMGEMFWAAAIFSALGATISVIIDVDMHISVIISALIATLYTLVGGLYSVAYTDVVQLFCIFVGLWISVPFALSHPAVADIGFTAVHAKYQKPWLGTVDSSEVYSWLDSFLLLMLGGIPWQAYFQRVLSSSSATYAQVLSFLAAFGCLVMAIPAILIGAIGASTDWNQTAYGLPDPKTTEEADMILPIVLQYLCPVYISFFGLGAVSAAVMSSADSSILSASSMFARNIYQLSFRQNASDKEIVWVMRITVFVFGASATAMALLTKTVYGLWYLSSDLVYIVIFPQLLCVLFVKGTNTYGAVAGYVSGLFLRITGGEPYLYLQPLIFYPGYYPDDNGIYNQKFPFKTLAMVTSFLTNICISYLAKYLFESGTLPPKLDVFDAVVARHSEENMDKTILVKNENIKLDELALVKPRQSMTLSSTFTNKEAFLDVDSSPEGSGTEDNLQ
# CHT inh: human CHT choline transport inhibition. Q9GZV3. B-score at 10 µM. 0.86% of 310,000 active. AID 488975. CHT-expressing cells, membrane potential dye, choline response; stronger effect = lower value;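 active = B-score over 3 SD under the library average, and starting fluorescence ratio not unusually high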;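 also: choline stimulus applied at its EC90 after an EC20 pre-addition; B-score computed on integrated fluorescence ratio after choline addition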
# Starred values were filed as active, the others as inactive; i = inactive.
# Sequence of screens – CHT PAM | CHT inh
CCOC(=O)c1ccc(Nc2nc(=O)c3cccnc3s2)cc1
→ i | i
Cc1cc(C)c(S(=O)(=O)C(C)C)c(=O)[nH]1
→ i | i
Cc1ccc(N=N/C(=C\O)C(=O)c2ccc(Cl)cc2)cc1
→ i | i
O=C(/C=C/c1ccc(O)cc1)c1c(O)cc(O)cc1O
→ i | i
COc1ccc(/C=C(/NC(=O)c2ccco2)C(=O)N2CCc3ccccc32)cc1OC
→ i | i
N#C/C(=C\c1ccc(F)c(Br)c1)C(=O)NC1CC1
→ i | i
O=[n+]1c2c(n([O-])c3cc(F)c(N4CCCC4)cc31)CCC2
→ i | i
CCOC(=O)C(C)Sc1nc(N2CCOCC2)c2c(c1C#N)CC(C)(C)OC2 (centres undefined)
→ i | i
C=CCSc1nnc2c(n1)OC=Nc1ccccc1-2
→ i | i
CC(=O)Nc1ccc(-n2c(C)nc(=O)c(-c3ccccc3)c2C)cc1
→ i | i
Cc1ccn2c(C(=O)CSc3ccccc3Cl)c(C)nc2c1
→ i | i
Cc1nn(-c2ccc(F)cc2)c(C)c1/C=C/C(=O)N1CCNC(=O)C1
→ i | i
COc1ccc(OC)c(NC(=O)CCNS(=O)(=O)c2cccs2)c1
→ i | i
O=C(NC(=S)Nc1ccc(N2CCOCC2)cc1)c1ccco1
→ i | i
COc1ccc(C2CC(c3ccccc3)=NN2C(=O)COC(=O)/C=C/c2ccc(O)c(OC)c2)cc1 (centres undefined)
→ i | i
O=C(Nc1cc(Cl)ccc1Cl)c1cc(-c2ccco2)on1
→ i | i
CCN1CCCC1CNC(=O)Cn1cnc2ccc(S(=O)(=O)N3CCC(C)CC3)cc2c1=O (centres undefined)
→ i | i
CCN1C(=O)/C(=C2\SC(=S)N(CCCOC)C2=O)c2ccccc21
→ i | i
O=C(CSc1nnc(-c2ccccn2)n1Cc1ccco1)c1ccc(Cl)cc1
→ i | i
Cc1ccccc1-c1nc(Cc2ccccc2)no1
→ i | i
Cc1ccc(OC(C)C(=O)Nc2cc(C)on2)cc1 (centres undefined)
→ i | i
Nc1nonc1NN=C1CCCCC1
→ i | i
CCCCn1nc(NC(=O)CC(C)C)c2cc3cc(OC)ccc3nc21
→ i | i
Cc1ccc(O)c(CNc2nc3ccccc3n2C(C)C)c1
→ i | i
COc1ccc(/C(C)=N/NC(=O)c2ccc(CSc3nncn3C)cc2)cc1
→ i | i
O=C(CCCNS(=O)(=O)c1cccc2nsnc12)N1CCCCC1
→ i | i
NC(=O)[C@@H]1CCCNc2c(I)cc([N+](=O)[O-])cc2C(=O)N[C@@H](CCCN=C(N)N)C(=O)N[C@@H](CCCN=C(N)N)C(=O)N1
→ i | i
C/C(=N\Nc1nncc2ccccc12)c1ccc(C(C)(C)C)cc1
→ i | i
COc1ccc(NC(=O)C(CC(C)C)NC(=O)C2CCCCC2)c(OC)c1 (centres undefined)
→ i | i
O=C(c1ccccc1)C1CCN(c2ncccc2[N+](=O)[O-])CC1
→ i | i
O=C(N/N=C/c1cc([N+](=O)[O-])ccc1O)c1ccncc1
→ i | i
CC(C)OC(=O)C[N+](C)(C)CCN1C(=O)C2C(c3ccccc3)C=CC(c3ccccc3)C2C1=O (centres undefined)
→ i | i
CCOC(=O)C(CC)(CC)/C(C)=N/NC(=O)CC#N
→ i | i
O=C1CCc2cc(S(=O)(=O)N3CCCC3C(=O)NC3CCCCCCC3)ccc2N1 (centres undefined)
→ i | i
O=C(O)CSC(C(=O)Nc1ccc(C(F)(F)F)cc1)c1ccccc1 (centres undefined)
→ i | i
Nc1[nH]n(-c2ccccc2)c(=O)c1N=Nc1ccc2c(c1)OCCO2
→ i | i
CC1=CC(C)(C)N(C)C(=O)N1c1ccc(Cl)cc1
→ i | i
CCCCC(=O)Nc1ccc(C(=O)N(CC)c2ccccc2C)cc1
→ i | i
CCN(C(=O)COC(=O)Cn1cnc2c1c(=O)n(C)c(=O)n2C)C1CCS(=O)(=O)C1 (centres undefined)
→ i | i
CON/C=C(\C=Nc1ccccc1)c1ncc(C(F)(F)F)cc1Cl
→ i | i
CCOC(=O)C(=O)Nc1ccccc1C(=O)Nc1ccc(OC)cc1
→ i | i
O=C1CCCN1CCCN1C(=O)N[C@@H](Cc2ccccc2)C1=O
→ i | i
Cc1ccc(Nc2nc(N)c3ccccc3n2)cc1C
→ i | i
CCN(CC)C(=O)Cn1cc(C(=O)C(=O)NCCCn2ccnc2)c2ccccc21
→ i | i
CN(C(=O)CSc1nnc(C(F)(F)F)n1N)C1CCS(=O)(=O)C1 (centres undefined)
→ i | i
O=c1[nH]cnc2ncc(-c3ccc(O)cc3)nc12
→ i | i
O=C(CCS(=O)(=O)Cc1ccccc1)NC1CCCCC1
→ i | i
CC(C)CC(=O)NCc1ccc2[nH]c3c(c2c1)CCCC3
→ i | i
O=C(O)C1CC(=O)N(c2ccc(OCc3ccccc3Cl)cc2)C1 (centres undefined)
→ i | i
COc1ccc2nc(Nc3nc(-c4cc5ccccc5oc4=O)cs3)sc2c1
→ i | i
CCOC(=O)C(C)C1(O)c2ccccc2-c2ncccc21 (centres undefined)
→ i | i
COc1ccc(C(CNC(=O)c2cccc(S(=O)(=O)Nc3ccc(C)cc3)c2)N2CCOCC2)cc1 (centres undefined)
→ i | i
CCCCC(=O)N1CCCC(c2nc3c(nnn3Cc3cc(C)ccc3C)c(=O)[nH]2)C1 (centres undefined)
→ i | i
CC(Oc1ccccc1)C(=O)Nc1ccc(S(=O)(=O)NCC2CCCO2)cc1 (centres undefined)
→ i | i
Cc1ccc(C)c(OCCC(=O)OCC(=O)NC(=O)NCc2ccccc2)c1
→ i | i
Cc1cc([N+](=O)[O-])nn1CC(=O)NC1CCCCC1
→ i | i
Cc1cc(=O)oc2cc3c(cc12)OCO3
→ i | i
O=C(Nn1c(-c2ccccc2)nc2ccccc2c1=O)c1ccco1
→ i | i
Cc1ccc2[nH]cc(C(=O)CN3CCOCC3)c2c1
→ i | i
Cc1ccc(S(=O)(=O)N(Cc2cccnc2)Cc2cc3ccccc3[nH]c2=O)cc1
→ i | i

# (list continues)
Molecule,CHT PAM,CHT inh
O=C(CN1CCN(c2ncccn2)CC1)NCc1ccccc1,i,i
O=C(Nc1cc(Cl)cc(Cl)c1)Nc1cnccn1,i,i
COCCNC(=O)/C(C#N)=C/c1ccc(N2CCOCC2)o1,i,i
CSc1ccccc1OCc1cc(C(=O)N2CCC(c3ccncc3)CC2)no1,i,i
CCCCn1c(/N=C/c2cc(OC)ccc2O)nc2ccccc21,i,i
COC(=O)c1ccc(NC(=O)c2ccccc2SC)cc1,i,i
CC1CCN(C(C(=O)O)c2ccccc2)CC1 (centres undefined),i,i
CC(O)CCC(=O)NNC(=S)Nc1ccccc1 (centres undefined),i,i
COc1cc(/C=N/NC(=O)CC2C(=O)NN=C2C)ccc1O (centres undefined),i,i
N#CCCCSc1nnnn1-c1cccc(Cl)c1,i,i
Cc1cccc(Nc2nc(NCc3ccco3)nc(N)c2[N+](=O)[O-])c1,i,i
O=C(CCCn1c(=O)[nH]c2cc(Cl)ccc2c1=O)NCCN1CCN(c2ccccc2)CC1,i,i
O=C(O)c1nc2nc(Cl)c(Cl)nc2[nH]1,i,i
Cc1cc(NC(=O)CSc2ccc3nnc(-c4ccccc4)n3n2)no1,7.05*,i
CSc1nc2sc3c(c2c(=O)[nH]1)CCCC3,i,i
COc1ccc(NC(=O)/C(Cl)=C(/Cl)S(=O)Cc2ccccc2)cn1 (centres undefined),i,i
CCOC(=O)c1cnc(SC)nc1Oc1cccc(NS(=O)(=O)c2ccc(C)cc2)c1,i,i
Cc1ccc(NC(=S)Nc2ccc3cn[nH]c3c2)c(C)c1,i,i
CC(=O)c1cc(NC(=O)c2cccc(C(F)(F)F)c2)c(=O)oc1/C=C/N(C)C,i,i
Cc1cc(NC(=O)Cc2ccccc2)no1,i,i
CC1CCCN(C(=O)COC(=O)C2CCN(S(=O)(=O)c3c(Cl)cccc3Cl)CC2)C1 (centres undefined),i,i
CCOC(=O)[C@@H]1[C@H]2COc3cc(OC)ccc3[C@H]2N2C(=O)N(c3cccc(Cl)c3)C(=O)[C@@]12C,i,i
Cc1ccc(S(=O)(=O)NCC(=O)OCC(=O)Nc2cccc(S(=O)(=O)NC3=NCCCCC3)c2)cc1,i,i
CC(C)(C)c1ccc(OC(=O)c2ccc(-n3cncn3)nc2)cc1,i,i
CN1CCN(c2ccc(NC(=O)c3ccco3)cc2Cl)CC1,i,i
C=CCN1C(=O)C2C(C(=O)NCc3ccccc3)C3(C)C=CC2(O3)C1C(=O)NC(C)(C)C (centres undefined),i,i
O=C(COC(=O)c1ccccc1C(=O)c1ccc(Cl)cc1)NCC1CCCO1 (centres undefined),i,i
Cc1ccc(N(Cc2ccccc2)C(=O)c2ccc(F)cc2)cc1,i,i
O=c1c(C(c2ccc(O)cc2)c2c(O)nc3n(c2=O)CCCS3)c(O)nc2n1CCCS2,i,i
O=C(NCc1cccnc1)C1CCCN1S(=O)(=O)c1ccc(Cl)cc1 (centres undefined),i,i

# 6 compounds out of the list, arranged by heavy-atom count, smallest number first.
Molecule,CHT PAM,CHT inh
CC(O)CCC(=O)NNC(=S)Nc1ccccc1 (centres undefined),i,i
COC(=O)c1ccc(NC(=O)c2ccccc2SC)cc1,i,i
COc1cc(/C=N/NC(=O)CC2C(=O)NN=C2C)ccc1O (centres undefined),i,i
CCCCn1c(/N=C/c2cc(OC)ccc2O)nc2ccccc21,i,i
Cc1cccc(Nc2nc(NCc3ccco3)nc(N)c2[N+](=O)[O-])c1,i,i
CCOC(=O)c1cnc(SC)nc1Oc1cccc(NS(=O)(=O)c2ccc(C)cc2)c1,i,i

# Further results
Molecule,CHT PAM,CHT inh
O=C(Nc1cccnc1Cl)c1cc(-c2cccc(O)c2)on1,i,i
CN(C(=O)COC(=O)CNC(=O)c1ccccc1F)C1CCCCC1,i,i
CC(=O)c1cccc(OCC(=O)N(C)CC(=O)Nc2ccc(F)cc2)c1,i,i
Cc1ccc(C(=O)OCC(=O)Nc2ccc3c(c2)OCO3)cc1S(=O)(=O)N1CCOCC1,i,i
O=C(c1cnc2ccccn2c1=O)N1CCCc2ccccc21,i,i
COc1ccccc1NC(=O)CSc1nnc(Cc2cc(=O)[nH]c(=O)[nH]2)n1-c1ccccc1,i,i
CCOC(=O)N1CCN(C(=O)COc2ccc(S(=O)(=O)NC(C)C)cc2)CC1,i,i
COCCNC(=O)c1ccccc1NC(=O)c1ccccc1N(C)S(=O)(=O)c1ccccc1,i,i
CCOC(=O)CC1C(=O)NCCN1S(=O)(=O)c1ccc(F)cc1 (centres undefined),i,i
Cc1ccnc(NC(=O)COc2ccc3oc4c(c3c2)CCCC4)c1,i,i
COc1ccccc1NC(=O)c1c(N=Cc2cccc([N+](=O)[O-])c2)cnn1C,i,i
CN(C)C(/C=C/Nc1cccc(Br)c1)=C(C#N)C#N,i,i
COC(=O)c1ccc(-c2nc(CN3CCC(C(=O)N4CCOCC4)CC3)c(C)o2)cc1,i,i
CCC(=O)N1CCc2cc(Br)cc(S(=O)(=O)NCCCN(CC)Cc3ccccc3)c21,i,i
CCOC(=O)C1CCN(C(=O)C2CC(=O)N(c3ccc4c(c3)OCCO4)C2)CC1 (centres undefined),i,i
COc1ccc(CCNC(=O)c2sc3nc4n(c(=O)c3c2C)CCC4)cc1,i,i
COc1ccc(NC(=S)N2CCC(NC(=O)c3ccc(OC)cc3)CC2)cc1,i,i
CCC(c1nnnn1Cc1ccc2c(c1)OCO2)N1CCN(CC)CC1 (centres undefined),i,i
CCOc1ccc(N2C(=O)CC(NCc3ccc(S(N)(=O)=O)cc3)C2=O)cc1 (centres undefined),i,i
O=C(NCc1ccncc1)c1ccc(OCc2ccccc2)cc1,i,i
Cc1nn(Cc2ccc(Cl)cc2)c(C)c1NC(=O)Cn1nc([N+](=O)[O-])c(Cl)c1C,i,i
CC(C)(C)c1ccc(S(=O)(=O)N2CCN(C3CCCC3)CC2)cc1,i,i
Cc1nnc(SCC(=O)Nc2ccc(F)cc2F)n(N)c1=O,i,i
CSc1ccccc1C(=O)NCCOc1ccccc1C,i,i
CSCCC(NS(=O)(=O)c1ccc(C)cc1)C(=O)N1CCN(C(c2ccccc2)c2ccccc2)CC1 (centres undefined),i,i
Cc1nc2sc(C(c3cccs3)N3CCN(Cc4ccccc4)CC3)c(O)n2n1 (centres undefined),i,i
O=C(NC(=S)NC1CCCC1)c1ccccc1,i,i
O=C(Nc1ccccc1)/C(=C/c1cccnc1)NC(=O)c1ccccc1,i,i
COc1cc(Cl)c(C)cc1NC(=O)COc1cc(C)nc(C(C)C)n1,i,i
O=C1CC(C(=O)N2CCOCC2)C2(CCCCC2)O1 (centres undefined),i,i

# Entries from the list above that have a COOH group:
Molecule,CHT PAM,CHT inh
O=C(O)CSC(C(=O)Nc1ccc(C(F)(F)F)cc1)c1ccccc1 (centres undefined),i,i
O=C(O)C1CC(=O)N(c2ccc(OCc3ccccc3Cl)cc2)C1 (centres undefined),i,i
CC1CCN(C(C(=O)O)c2ccccc2)CC1 (centres undefined),i,i
O=C(O)c1nc2nc(Cl)c(Cl)nc2[nH]1,i,i

# (more compounds)
Molecule,CHT PAM,CHT inh
O=C(NCC(O)c1ccc([N+](=O)[O-])cc1)c1cccc(S(=O)(=O)N2CCOCC2)c1 (centres undefined),i,i
CCN(CCNC(=O)Nc1ccc(Cl)cc1)c1ccccc1,i,i
O=C(COc1ccccc1F)Nc1nnc(C2CCCC2)s1,i,i
CCOC(=O)c1ccccc1NC(=O)CSc1nc2ccccc2n1CC(=O)N1CCCC1,i,i
CN(c1ccccc1)S(=O)(=O)c1cccc(C(=O)Nc2nn[nH]n2)c1,i,i
CN(C(=O)c1ccc(-c2ccccc2)cc1)C1CCCCC1,i,i

# Assay outcomes from PubChem.
